# Screening results deposited in PubChem BioAssay by several laboratories.
# PHOSPHO1 inh: blocks human PHOSPHO1 phosphatase activity; recombinant PHOSPHO1, absorbance phosphatase assay; inhibition, % at 13.3 µM; 1.1% of 290,000 active; Q8TCT1; AID 1565; in the data active = inhibition above about 60%
# NS3 helicase inh: HCV NS3 helicase inhibition; NS3 helicase DNA unwinding, Cy5 molecular beacon fluorescence; inhibition, % at 10.9 µM; 0.56% of 290,000 active; AID 1800;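 active = inhibition above the mean of all tested compounds plus 3 SD, set per campaign, cut at about 35% in these data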;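 note: 0% = DMSO wells and 100% = thioflavine S control wells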
#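 Assay system: hepatitis C virus NS3 helicase domain fragment enzyme. Also added: annealed dual-labelled DNA beacon duplex, ATP-started. Timing: 1 h reaction at 25 °C, ATP-initiated. Technique: Cy5 fluorescence at 0 and 60 min, beacon hairpin quenching. Evaluation: % inhibition of unwinding. Replication: one well per compound.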
# SUMO HTRF inh: inhibitors of human SUMOylation (UBC9); HTRF SUMOylation assay, SAE1/SAE2 + UBC9, in vitro; inhibition, % at 35 µM; 0.36% of 290,000 active; AID 2006; in the data active = inhibition above about 50%, passing the limit was not always enough; note: strong numbers were not always called active
# FID counter: displaces DNA intercalator in HCV helicase counter-screen. DNA fluorescent intercalator displacement, fluorescence. 0.17% of 290,000 active. inhibition, % at 7.9 µM; in the data active = inhibition above about 37%;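 note: 0% = vehicle and 100% = reference compound; higher means more ethidium bromide displaced from hairpin DNA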
# IDE act: boosts human insulin-degrading enzyme activity in HEK cells. FAbeta-B cleavage, fluorescence polarization; 0% vehicle, 100% cell-free pure enzyme wells. P14735. activation, % at 5.96 µM. 0.073% of 340,000 active;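 active = activation above the mean of all tested compounds plus 3 SD, set per screening campaign, cut at about 17% in these data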
# Target sequence (P14735 whole entry, looked up): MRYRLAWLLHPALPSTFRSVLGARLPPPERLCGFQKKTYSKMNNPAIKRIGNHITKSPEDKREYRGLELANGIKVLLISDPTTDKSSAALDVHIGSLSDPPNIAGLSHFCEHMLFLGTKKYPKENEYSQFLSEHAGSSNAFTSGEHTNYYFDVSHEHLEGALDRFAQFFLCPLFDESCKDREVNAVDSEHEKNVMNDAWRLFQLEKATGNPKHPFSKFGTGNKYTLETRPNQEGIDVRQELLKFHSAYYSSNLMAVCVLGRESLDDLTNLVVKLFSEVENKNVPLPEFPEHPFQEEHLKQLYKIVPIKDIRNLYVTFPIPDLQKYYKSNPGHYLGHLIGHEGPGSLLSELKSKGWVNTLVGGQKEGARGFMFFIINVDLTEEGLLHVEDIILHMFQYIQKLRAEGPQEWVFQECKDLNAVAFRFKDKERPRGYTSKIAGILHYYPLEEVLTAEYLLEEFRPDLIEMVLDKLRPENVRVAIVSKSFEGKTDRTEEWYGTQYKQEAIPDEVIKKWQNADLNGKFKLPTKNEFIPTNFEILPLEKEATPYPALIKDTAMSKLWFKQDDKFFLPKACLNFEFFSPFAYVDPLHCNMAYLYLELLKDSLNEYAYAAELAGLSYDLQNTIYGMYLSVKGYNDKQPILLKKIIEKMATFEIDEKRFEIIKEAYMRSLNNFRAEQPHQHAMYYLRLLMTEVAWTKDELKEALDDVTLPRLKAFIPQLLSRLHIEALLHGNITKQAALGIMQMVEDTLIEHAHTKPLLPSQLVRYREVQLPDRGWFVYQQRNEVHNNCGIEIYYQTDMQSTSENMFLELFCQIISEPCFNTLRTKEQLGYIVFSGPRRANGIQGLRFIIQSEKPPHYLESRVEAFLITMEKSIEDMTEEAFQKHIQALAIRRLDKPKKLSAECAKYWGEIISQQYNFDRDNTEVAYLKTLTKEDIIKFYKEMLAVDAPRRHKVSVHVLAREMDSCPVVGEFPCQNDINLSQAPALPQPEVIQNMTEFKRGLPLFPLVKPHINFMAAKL
# IMP-1 inhibitor: blocks Pseudomonas aeruginosa IMP-1 metallo-beta-lactamase. 0.45% of 290,000 active. inhibition, % at 5.6 µM. purified IMP-1, nitrocefin hydrolysis, epi-absorbance fluorescence. AID 1556;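 active = inhibition above the mean plus 3 SD of all compounds in the same screening run, cut at about 4.5% in these data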;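 note: 0% = IMP-1 with DMSO and 100% = DMSO wells lacking enzyme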
#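 system = purified recombinant IMP-1 beta-lactamase | amount = 0.2 nM IMP-1, as dispensed | medium = HEPES buffer pH 7.1 with ZnSO4 and Brij 35 | times = 25 °C, 15 min preincubation, 25 min reaction | detection = plate fluorescence quenching by hydrolysis product, ex 480/em 530 nm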
# p-CIP stab down: compounds decreasing mouse p/CIP protein stability. decrease of EGFP signal, % at 10 µM. F442A p/CIP-EGFP cells, EGFP fluorescence, 16 h. 0.01% of 290,000 active;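 active = EGFP signal decrease of at least 30% at 10 µM or well 3 SD below plate mean, unless failing retest; inactive = the rest, including hits failing retest or dose response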; note: some compounds called inactive have numbers as strong as hits; many of its hits are not listed in these tables
# MEKK3 PB1 HTS: modulators (inhibitors or enhancers) of MEK5 binding to human MEKK3 PB1 domain; bead-based flow cytometry, Alexa488-MEK5 binding to MEKK3; actives lie on both sides; 0 = blocked by unlabeled MEK5, 100 = vehicle; binding response (% of control), % at 10 µM; 1.4% of 290,000 active;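 active = binding response more than 3 SD above or below the average of its plate-row segment, actives on both sides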;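 note: Alexa488 bead fluorescence after subtracting the streptavidin-only scavenger bead signal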
# VIM-2 inh: blocks Pseudomonas aeruginosa VIM-2 metallo-beta-lactamase; inhibition, % at 5.6 µM; purified VIM-2, nitrocefin hydrolysis, epi-absorbance fluorescence; AID 1527; 0.89% of 290,000 active;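 active = inhibition above the mean of all tested compounds plus 3 SD, cutoff set per screening run, cut at about 7.5% in these data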;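 note: red hydrolysis product quenches plate fluorescence so inhibitors raise well fluorescence; 0% = enzyme with DMSO and 100% = DMSO without enzyme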
# Starred values were filed as active, the others as inactive; x = no result given. An excerpt. The share of hits here may be higher or lower than overall.
SMILES,PHOSPHO1 inh,NS3 helicase inh,SUMO HTRF inh,FID counter,IDE act,IMP-1 inhibitor,p-CIP stab down,MEKK3 PB1 HTS,VIM-2 inh
COCCCN1C(=O)C(=O)/C(=C(/O)c2ccc(C)cc2)C1c1ccccc1 (configuration not stated),8,2,6,-10,2,-0.3,-7,103,2.2
CCn1c(CSc2ncccn2)nnc1SCC(=O)N1c2ccccc2CC1C (configuration not stated),11,-21,14,-20,-2,0.4,2,99,-1.8
O=C(CCN1CCCO1)NC1CCCc2c1cnn2-c1ccccc1F (configuration not stated),12,1,1,-12,2,-2.4,1,100,-2.4
CCCN1CN(Cc2ccccc2)CNC1=S,-21,-4,-22,-3,1,-0.6,13,98,0.8
COC(=O)C1CCN(C(=O)Cc2ccc(Br)cc2)CC1,-1,5,6,-8,-4,-2.7,-6,99,-1.5
O=[N+]([O-])c1cccc(/C=N/Nc2nccnc2Cl)c1,-5,2,-6,-1,7,-0.5,8,99,1.7
Cc1cc(C)n(C(=O)c2ccc(NC(=O)C3COc4ccccc4O3)cc2)n1 (configuration not stated),-7,-7,21,-14,-4,-3.0,-10,112,-1.4
O=C(CCC(=O)c1ccc(F)cc1)OC1CCOC1=O (configuration not stated),1,7,7,-5,-5,-4.0,8,102,-2.3
Cc1cccc(NC(=O)NCCc2ccc(Cl)cc2)c1,12,-8,-5,8,-6,0.1,7,90,0.6
COc1cccc(N/C(SCc2cccc([N+](=O)[O-])c2)=C(/C#N)C(=O)NCc2cccs2)c1,0,-12,-3,3,2,1.3,2,95,0.0
O=C(Oc1ccccc1)c1cc2ccccc2o1,48,6,13,-4,4,-2.7,5,95,-0.8
O=C(NCc1ccccn1)c1ccc2c(=O)n3nc(Nc4ccccc4)sc3nc2c1,18,8,7,-18,2,1.2,-2,101,1.7
CC(C)C(=O)NC(Nc1ccccc1F)C(Cl)(Cl)Cl (configuration not stated),13,-3,11,1,4,-2.0,-2,100,-2.7
O=C(Nc1ccc(Cl)cc1)C1CCCN(S(=O)(=O)c2cnc[nH]2)C1 (configuration not stated),-17,2,11,0,-1,-3.8,-7,112,-2.3
Cc1cc(C(C)(C)C)cc(C)c1C[n+]1ccc2ccccc2c1,20,-26,4,-3,4,-3.5,-23,106,-2.9
S=C(Nc1ccccc1)N1CCOCCOCCN(C(=S)Nc2ccccc2)CCOCCOCC1,21,1,12,-3,8,-3.6,-26,87,-1.7
COc1ccc(NC(=O)Nc2cccc3ccccc23)cc1S(N)(=O)=O,6,4,26,-5,-6,-1.6,-11,101,-2.4
COc1ccc(NC(=O)CN2C(=O)C(C)Oc3ccccc32)c(OC)c1 (configuration not stated),-15,1,24,-5,-2,-3.4,-6,100,-2.4
CCOC(=O)N1CCN(CCC(=O)Nc2ccc(C)c(Br)c2)CC1,-7,-10,24,-6,3,-3.9,-12,99,-3.2
CCn1c(C(=O)N2CCCC(C(=O)O)C2)cc2sccc21 (configuration not stated),-26,-3,-2,-4,3,-2.2,4,99,-3.3
CSC1=C(C#N)C2(CCCC2)C(C#N)=C(N)N1,-9,-3,-18,-3,x,-0.8,0,106,-2.9
Cc1ccc(O)c(/C=N/NC(=O)C2=NNC(c3ccccc3)(c3ccccc3)C2)c1,-14,8,-6,-15,x,0.4,0,98,-3.4
Clc1ccc(-c2nnc(-c3ccco3)o2)cc1,42,-8,23,1,2,-1.3,4,98,-0.3
Cc1cccc(NC(=O)CS(=O)(=O)c2c[nH]c3ccccc23)c1C,5,8,-16,0,2,-4.3,5,100,-4.5
O=C(Nc1ccc(Sc2ccc(Br)cc2)cc1)c1ccco1,-10,10,-13,2,-10,-1.3,-4,100,-2.6

# Other structures:
SMILES,PHOSPHO1 inh,NS3 helicase inh,SUMO HTRF inh,FID counter,IDE act,IMP-1 inhibitor,p-CIP stab down,MEKK3 PB1 HTS,VIM-2 inh
COC(=O)COc1ccc2c(c1)O/C(=C\c1cccc([N+](=O)[O-])c1)C2=O,18,5,5,-6,-1,-3.0,-2,100,2.0
O=C(NCc1ccc(-c2nc3ccccc3s2)cc1)c1ccco1,-3,2,6,-6,3,-3.8,14,100,-2.4
CCOc1ccc2[nH]c(=O)c(CN(CC3COCCO3)C(=O)c3ccc(C)cc3)cc2c1 (configuration not stated),43,6,-3,-19,4,-2.9,-2,89,-3.0
COc1ccccc1NC(=O)C1=C(C)NC(=O)NC1c1cccs1 (configuration not stated),-14,6,1,-2,x,-3.3,-8,102,-3.4
COCCCn1cc(C(=O)c2ccccc2OCC(=O)Nc2cccc(F)c2)cc(C#N)c1=O,12,10,4,-23,6,1.1,13,101,-1.6
CC(=O)c1cc(-c2ccccc2)n(CC(=O)Nc2cccc(C)c2)c1C,5,-12,16,-20,7,-0.6,0,98,-1.1
O=C(CCCSc1nnc(-c2cccs2)n1CC1CCCO1)c1ccccc1 (configuration not stated),-82,-3,3,-36,-2,-7.7,-1,102,9.7*
C[C@H](NC(=O)N1CCn2c1nc1ccccc12)C(=O)NCC1CCCO1 (some centres not stated),44,-2,9,-19,2,-1.2,0,100,-5.0
CN(c1ccc(OCC(=O)OCC(=O)Nc2ccccc2)cc1)S(=O)(=O)c1cccs1,-9,-4,-22,-6,0,-3.6,0,107,-7.3
O=C1CN(C(=O)CSc2nncs2)c2ccccc2N1,32,-14,24,-5,3,0.2,18,98,1.3
O=[N+]([O-])c1cccc(C(=Nc2ccc(Cl)cc2)NO)c1,-16,-1,0,5,-1,-4.3,-9,102,-1.9
Cc1ccccc1S(=O)Cc1ccc(C(=O)NC2CC2)o1 (configuration not stated),32,4,11,-4,1,-0.7,-3,99,-3.5
CCC(=O)NC(c1ccco1)c1cc(Cl)c2cccnc2c1O (configuration not stated),-8,7,5,-6,7,-3.7,-13,100,-5.6
CCOC(=O)C1CN(S(=O)(=O)c2ccc(F)cc2)C1,-24,-1,-2,1,2,-0.2,3,98,-0.2
COc1ccc(OC)c(N2C(=NC(=O)C3CCCCC3)SC3CS(=O)(=O)CC32)c1 (configuration not stated),2,-1,-2,-38,-3,-2.4,-3,96,-1.1
CN(Cc1cnn(-c2ccccc2)c1)C(=O)C1CCC(=O)N(C2CC2)C1 (configuration not stated),-10,0,3,-10,3,-2.5,-8,99,-2.6
COc1ccc(/C=N/NC(=O)c2nn(C)cc2Br)cc1CSCc1ccco1,8,11,11,-30,2,18*,-19,110,1.8
CCCCc1nc2sc3c(c2c(=O)[nH]1)CCC3,-2,9,16,-7,-18,-4.8,-7,110,-1.8
CCn1cnc2cc(NCc3ccc(C)cc3)ccc21,20,-3,30,8,-2,-2.9,-14,104,-4.9
C=CCc1ccc(OCC(O)CN2CCCCC2)c(OC)c1 (configuration not stated),12,-4,6,8,5,-3.0,7,105,-7.6
COc1ccc(C(=O)NC2CCCCCC2)cc1S(=O)(=O)N1CCCC1,20,13,13,-21,8,-2.1,0,84,-1.8
CCOc1ccccc1CNCc1ccc(F)cc1,47,11,6,10,4,-1.9,-4,101,-1.3
Cc1ccc(C2N=C(N)Nc3nc4ccccc4n32)cc1 (configuration not stated),37,-12,3,9,3,-2.5,-6,112,-4.6
Cc1onc(-c2c(Cl)cccc2Cl)c1CO/N=C(\C#N)c1c(Cl)cccc1Cl,0,-2,-22,-6,8,-2.0,-5,100,-2.6
CCOC(=O)N/N=C/c1ccc(OC)c(O)c1,-15,7,8,-6,6,-3.9,14,101,-3.4

# Profiles as entered above:
# Listed for O=[N+]([O-])c1cccc(C(=Nc2ccc(Cl)cc2)NO)c1 = PHOSPHO1 inh: -16; NS3 helicase inh: -1; SUMO HTRF inh: 0; FID counter: 5; IDE act: -1; IMP-1 inhibitor: -4.3; p-CIP stab down: -9; MEKK3 PB1 HTS: 102; VIM-2 inh: -1.9
# Listed for CCCCc1nc2sc3c(c2c(=O)[nH]1)CCC3 = PHOSPHO1 inh: -2; NS3 helicase inh: 9; SUMO HTRF inh: 16; FID counter: -7; IDE act: -18; IMP-1 inhibitor: -4.8; p-CIP stab down: -7; MEKK3 PB1 HTS: 110; VIM-2 inh: -1.8

# Following part.
SMILES,PHOSPHO1 inh,NS3 helicase inh,SUMO HTRF inh,FID counter,IDE act,IMP-1 inhibitor,p-CIP stab down,MEKK3 PB1 HTS,VIM-2 inh
COc1ccc(N(CC(=O)N2CCN(Cc3ccccc3)CC2)S(C)(=O)=O)cc1,x,11,-8,-17,2,-1.7,-1,104,1.7
COc1ccc(CCNC(=O)CSc2nc(-c3ccco3)cc(C(F)(F)F)n2)cc1OC,-30,5,15,-33,0,-2.0,-10,107,-3.9
C/C=C\C(=O)Nc1cccc(C2=NOC3(C2)C[C@@H](C(N)=O)N(C(=O)c2ccc(Cl)cc2)C3)c1 (some centres not stated),0,x,-12,x,3,x,6,67,x
CCC1(c2ccc(F)cc2)NC(=O)N(CC(=O)c2ccc[nH]2)C1=O (configuration not stated),-14,7,14,-7,1,-0.8,-7,103,-0.7
O=C(O)/C=C/C(=O)NC1CCC(CC2CCC(NC(=O)/C=C/C(=O)O)CC2)CC1 (configuration not stated),5,-8,-6,13,1,-3.3,-7,97,-5.9
O=C(c1ccccc1)c1ccc(OCC(O)CN2CCOCC2)cc1 (configuration not stated),x,-9,x,1,5,-5.3,x,90,-1.5
COCCNc1nc(NCc2ccccc2)c2cnn(C)c2n1,-6,-5,10,-21,1,-2.9,-10,102,-1.9
COc1ccc(OC)c2[nH]c(=O)c(CCNS(=O)(=O)c3ccc(C)cc3)cc12,-7,2,22,-11,-1,-3.1,-12,x,-1.4
CCOC(=O)N1CCC(N2Cc3cccc(C(=O)N4CCN(c5cccc(C)c5C)CC4)c3C2=O)CC1,39,8,-16,-43,-5,-1.6,-7,97,-0.8
COCCn1c(SC2CCOC2=O)nc2ccccc2c1=O (configuration not stated),2,0,-5,-3,8,-3.2,1,101,-2.8
Cn1c(-c2sc3cc(C(F)(F)F)cnc3c2-c2cccnc2)n[nH]c1=S,92*,8,20,-10,3,-1.0,2,101,-1.4
Cc1cc(C)c(C)c(S(=O)(=O)NNC(=O)c2cccc(S(=O)(=O)N3CCOCC3)c2)c1C,-4,-5,-13,-10,1,-0.1,1,102,-2.0
Cc1cc2nnc(SCC(=O)Nc3cc(S(=O)(=O)N4CCOCC4)ccc3Cl)n2c2ccccc12,-30,17,14,-25,1,-2.3,-15,112,0.6
CN(C)Cc1c(C(=O)N/N=C/c2ccccc2OCc2ccc(F)cc2)nnn1-c1nonc1N,47,2,-3,-6,5,-0.9,-15,97,-0.6
CCOC(=O)c1cnn(Cc2cccc(Cl)c2)c1C,6,-5,16,-14,1,0.3,6,97,-1.7
Cc1noc2ncnc(Oc3ccc(Cl)cc3Cl)c12,-30,2,-8,-1,3,-2.7,-4,105,-1.7

# Sorted by value in IMP-1 inhibitor (largest number first): some entries from above.
SMILES	IMP-1 inhibitor
CCOC(=O)c1cnn(Cc2cccc(Cl)c2)c1C	0.3
CN(C)Cc1c(C(=O)N/N=C/c2ccccc2OCc2ccc(F)cc2)nnn1-c1nonc1N	-0.9
COc1ccc(CCNC(=O)CSc2nc(-c3ccco3)cc(C(F)(F)F)n2)cc1OC	-2.0
O=C(c1ccccc1)c1ccc(OCC(O)CN2CCOCC2)cc1 (configuration not stated)	-5.3
